# PLCb3 inh – human PLC-beta3 inhibitors, primary screen, biochemical, fluorescence. 1-phosphatidylinositol 4,5-bisphosphate phosphodiesterase beta-3 (Homo sapiens), Q01970. Purified PLC-beta3, fluorogenic substrate. inhibition, % at 12.2 µM. 370,000 compounds, 0.18% hits. AID 720704, 2013; in the data active = inhibition above about 11%;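 note: 0% = median of compound wells on plate and 100% = full blocker control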
# PLC-gamma1 inh – PLC-gamma1 enzyme inhibitors, primary screen, biochemical, fluorescence, purified enzyme. 1-phosphatidylinositol 4,5-bisphosphate phosphodiesterase gamma-1 (Homo sapiens), P19174. inhibition, % at 12.2 µM. fluorogenic substrate. 370,000 compounds, 0.84% hits; in the data active = inhibition above about 9.5%
# SIAE inh – human SIAE inhibitors, primary screen, biochemical, fluorescence polarization, FP-Rh probe, 1536-well HTS | 370,000 compounds, 0.69% hits | Sialate O-acetylesterase (Homo sapiens), Q9HAT2 | SIAE FP-Rh probe binding | inhibition, % at 9.66 µM | AID 1053197, 2014;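 active = inhibition above a cutoff: mean of compounds within the control limits plus 3 SD of those, cut at about 17% in these data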;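 note: 0% = plate median of compound wells and 100% = probe without SIAE protein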
# Target sequence (Q9HAT2 whole entry, looked up): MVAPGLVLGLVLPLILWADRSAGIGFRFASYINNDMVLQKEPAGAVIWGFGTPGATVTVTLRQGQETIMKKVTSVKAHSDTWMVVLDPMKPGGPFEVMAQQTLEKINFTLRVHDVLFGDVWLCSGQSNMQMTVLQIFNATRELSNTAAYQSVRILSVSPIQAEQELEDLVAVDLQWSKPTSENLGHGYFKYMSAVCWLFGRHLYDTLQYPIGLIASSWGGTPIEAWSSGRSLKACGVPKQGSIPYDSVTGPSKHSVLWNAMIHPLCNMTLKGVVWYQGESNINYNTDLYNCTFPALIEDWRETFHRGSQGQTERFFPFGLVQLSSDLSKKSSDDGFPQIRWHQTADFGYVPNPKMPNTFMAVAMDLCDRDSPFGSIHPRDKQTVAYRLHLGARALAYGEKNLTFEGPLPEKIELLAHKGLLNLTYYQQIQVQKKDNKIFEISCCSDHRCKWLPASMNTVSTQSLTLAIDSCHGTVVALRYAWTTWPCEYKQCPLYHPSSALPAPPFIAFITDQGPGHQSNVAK
# ASAP1 inh – inhibitors of human ASAP1 ArfGAP activity, primary screen, biochemical, fluorescence polarization; inhibition, % at 16.5 µM; ASAP1-stimulated ARF1 GTP hydrolysis, GDP FP detection; 360,000 compounds, 0.19% hits; in the data active = inhibition above about 25%;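 note: 0% = vehicle with enzyme and substrate and 100% = no enzyme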
# Target sequence (Q9ULH1 325-724 limits assumed): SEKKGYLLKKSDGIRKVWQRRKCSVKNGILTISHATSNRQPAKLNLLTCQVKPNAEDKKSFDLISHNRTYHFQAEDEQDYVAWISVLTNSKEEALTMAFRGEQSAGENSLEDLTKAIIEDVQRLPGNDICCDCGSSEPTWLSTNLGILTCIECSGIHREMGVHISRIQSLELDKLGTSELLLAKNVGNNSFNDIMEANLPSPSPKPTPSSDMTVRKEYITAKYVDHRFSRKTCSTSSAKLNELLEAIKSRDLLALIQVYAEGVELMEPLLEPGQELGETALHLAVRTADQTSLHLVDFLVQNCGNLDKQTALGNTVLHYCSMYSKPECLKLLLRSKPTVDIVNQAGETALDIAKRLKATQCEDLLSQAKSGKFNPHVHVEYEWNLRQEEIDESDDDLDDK
# DDE Tn6 FP inh – inhibitors of Tn6 peptide binding to fibrin DD(E), primary screen, biochemical, fluorescence polarization, human fibrin, Tn6 probe; Fibrinogen beta chain (Homo sapiens), P02675; inhibition, % at 8.3 µM; AID 720509, 2013; Fibrin DD(E) TRITC-Tn6 fluorescence polarization displacement; 370,000 compounds, 0.21% hits;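 active = inhibition above a per-campaign cutoff: mean of compounds within control limits plus 3 SD, cut at about 15% in these data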;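 note: 0% = median of all compound wells on the plate and 100% = blocking peptide control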
# ADAM17 inh – ADAM17 inhibitors, primary screen, biochemical, QFRET. Disintegrin and metalloproteinase domain-containing protein 17 (Homo sapiens), P78536. inhibition, % at 6.95 µM. recombinant ADAM17, EDANS/DABCYL FRET peptide cleavage. 370,000 compounds, 0.83% hits;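 active = inhibition above the mean of compounds lying between control limits plus 3 SD, set per campaign, cut at about 8.5% in these data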;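 note: 0% = DMSO-only wells as the low control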
# TDP2 inh – human TDP2 enzyme inhibitors, primary screen, biochemical, epi absorbance, recombinant enzyme. Tyrosyl-DNA phosphodiesterase 2 (Homo sapiens), O95551. AID 720702, 2013. T5PNP hydrolysis, p-nitrophenol absorbance 415 nm. 370,000 compounds, 0.34% hits. inhibition, % at 12.8 µM;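 active = inhibition above the mean of all tested compounds plus 3 SD, set per campaign, cut at about 25% in these data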;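 note: 0% = DMSO with enzyme and 100% = buffer with substrate but no TDP2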
#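 Test system: human TDP2 enzyme; Input: 120 nM TDP2 per well; Buffer or medium: Mg2+-containing Tris-HCl buffer, pH 7.5; Reagent: 5 mM T5PNP; Dosing: 12.8 µM single point, 1% DMSO; Incubation: reaction 2 h, 37 °C; Detection: p-Nitrophenol epi absorbance; Read-out: % inhibition relative to enzyme-containing and enzyme-free wells; Replicates: single well per compound.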
# ARFGAP1 inh – inhibitors of rat ARFGAP1 GAP activity, primary screen, biochemical, fluorescence polarization, GDP tracer; 360,000 compounds, 0.26% hits; AID 651572, 2012; Arfgap1-stimulated ARF1 GTP hydrolysis, GDP FP detection; ADP-ribosylation factor GTPase-activating protein 1 (Rattus norvegicus), Q62848; inhibition, % at 16.5 µM;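 active = inhibition above a per-plate limit, mean inhibition of low control wells plus 3 SD, cut at about 25% in these data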;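 note: 0% = DMSO wells with enzyme and 100% = wells lacking Arfgap1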
# Target sequence (Q62848 1-136 limits assumed): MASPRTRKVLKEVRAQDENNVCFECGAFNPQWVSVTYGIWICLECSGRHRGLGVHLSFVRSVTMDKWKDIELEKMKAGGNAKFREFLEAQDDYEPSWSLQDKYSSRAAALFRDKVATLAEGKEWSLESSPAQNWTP
#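 material = rat Arfgap1 catalytic domain, aa 1-136 | also added = human ARF1(Δ1-17)-GTP substrate | compound dosing = one concentration, 16.5 µM, DMSO 1.26% | times = GTP hydrolysis reaction 2 h at 25 °C | measured by = FP, GDP Alexa 633 tracer displaced from anti-GDP antibody, 620/688 nm | evaluation = percent inhibition of Arfgap1-stimulated GTP hydrolysis | replication = single well per compound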
# DDE Tn7 FP inh – inhibitors of Tn7 peptide binding to fibrin DD(E), primary screen, biochemical, fluorescence polarization, human fibrin, Tn7 probe; Fibrinogen beta chain (Homo sapiens), P02675; FP displacement of FITC-Tn7 peptide from fibrin DD(E); 0% = median of compound wells per plate; inhibition, % at 8.3 µM; 370,000 compounds, 0.13% hits; AID 720508, 2013;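 active = inhibition above the mean of compounds falling within the control limits plus 3 SD of them, cut at about 14% in these data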;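 note: 0% = plate median of compound wells and 100% = 10 µM Aha-Tn7 peptide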
#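 Measure: % inhibition scaled between sample-field median and high-control FP; Test system: human fibrin DD(E); Quantity: 2 µM final DD(E) protein; Doses: one dose, 8.3 µM nominal; Schedule: compound with protein 10 min, then 3 h after probe, room temperature; Detection: fluorescence polarization; Medium: Tris buffer with calcium and detergent, pH 7.8.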
# ADAM10 inh – human ADAM10 inhibitors, primary screen, biochemical, QFRET, HTS; Disintegrin and metalloproteinase domain-containing protein 10 (Homo sapiens), O14672; recombinant ADAM10, EDANS/DABCYL FRET peptide cleavage, 3 h; inhibition, % at 7 µM; 370,000 compounds, 0.62% hits; AID 720582, 2013;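 active = inhibition above a per-campaign cutoff equal to the mean of compounds falling between control-based bounds plus 3 SD, cut at about 20% in these data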;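 note: 0% = DMSO wells while the 100% control is not disclosed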
# * marks the source's active call; other numbers are inactive results.
no.	Compound	PLCb3 inh	PLC-gamma1 inh	SIAE inh	ASAP1 inh	DDE Tn6 FP inh	ADAM17 inh	TDP2 inh	ARFGAP1 inh	DDE Tn7 FP inh	ADAM10 inh
1	CC1CCCCC1NC(=O)c1cn(C)c2ccc(S(=O)(=O)N3CCCC3)cc2c1=O (stereo not drawn)	2	0	-6	-11	2	-2	-5	6	-1	-14
2	Cc1ccccc1C(=O)Nc1cccc(C(=O)Nc2ccccc2C(=O)O)c1	-4	-5	-13	12	-7	0	2	1	-2	-3
3	COc1ccc(NC(C)=O)c(C)c1	-1	1	2	4	6	0	2	5	-3	-7
4	Cn1cccc1Cc1nnc(SCC(=O)N2CCCC2)n1CCc1ccccc1	-14	-15	2	-8	6	-2	-1	6	-1	-15
5	Cc1ccc(C(=O)C(C)Oc2cccc(NC(=O)c3ccco3)c2)cc1 (stereo not drawn)	3	3	-11	-1	-1	3	-1	-2	1	15
6	CCOC(=O)N1CCN(S(=O)(=O)c2c(C)[nH]c(=O)[nH]c2=O)CC1	0	3	4	1	2	-1	-2	8	3	3
7	O=C(OCc1c(Cl)cccc1Cl)c1cccnc1Cl	1	-2	-6	4	-7	1	-4	6	-1	14
8	O=C(Nc1sc2c(c1C(=O)O)CCC2)c1cccc(Cl)c1	-84	-55	-12	6	1	2	-6	-3	1	-1
9	Cc1cc(OCc2ccc(C(=O)NN=C3CCCC3)cc2)ccc1Cl	-3	-3	-1	-2	3	2	-6	-6	5	0
10	CCOC(=O)Cc1csc(NC(=S)NC(=O)c2ccccc2C)n1	5	5	2	2	3	2	-6	9	-7	9
11	N=c1sccn1CC(=O)Nc1cccc(S(N)(=O)=O)c1	-5	5	-4	-1	0	-4	2	-4	-3	4
12	CC(=O)N1CCC(C(=O)NC2CC(C)(C)Cc3c2cnn3-c2ccc(F)cc2)CC1 (stereo not drawn)	-3	-1	-1	0	4	-3	17	10	-6	7

# A second format for some results above:
# Values in the order – PLCb3 inh	PLC-gamma1 inh	SIAE inh	ASAP1 inh	DDE Tn6 FP inh	ADAM17 inh	TDP2 inh	ARFGAP1 inh	DDE Tn7 FP inh	ADAM10 inh
(11) N=c1sccn1CC(=O)Nc1cccc(S(N)(=O)=O)c1
    -5	5	-4	-1	0	-4	2	-4	-3	4
(12) CC(=O)N1CCC(C(=O)NC2CC(C)(C)Cc3c2cnn3-c2ccc(F)cc2)CC1 (stereo not drawn)
    -3	-1	-1	0	4	-3	17	10	-6	7

# Other structures
no.	Compound	PLCb3 inh	PLC-gamma1 inh	SIAE inh	ASAP1 inh	DDE Tn6 FP inh	ADAM17 inh	TDP2 inh	ARFGAP1 inh	DDE Tn7 FP inh	ADAM10 inh
13	CCCCc1cc(=O)oc2c(C)c(OCC(=O)N3C[C@H]4C[C@@H](C3)c3cccc(=O)n3C4)ccc12	-1	1	-4	-6	3	-20	-18	19	8	-69
14	O=CNNC(=O)c1cccc([N+](=O)[O-])c1	2	2	0	-5	0	3	5	2	-8	-7
15	N#CCCN(C(=O)COc1ccc(Br)cc1F)c1ccc(F)cc1	2	3	-2	7	0	-2	-4	-14	4	-5
16	Cc1cc2oc(=O)cc(CN3CCN(C/C=C/c4ccccc4)CC3)c2cc1O	-47	-30	3	1	-5	-1	-1	9	-1	2
17	CN(Cc1c(F)cccc1Cl)C(=O)COC(=O)Cn1cnc2ccccc2c1=O	-8	-6	-3	6	0	-5	-6	-8	2	-17
18	CC(CCc1ccccc1)NC(=O)c1ccccc1C(=O)O (stereo not drawn)	-5	2	2	-3	-1	0	7	-6	2	2
19	CCCn1c(O)c(C=Nc2ccccc2)sc1=S	-1	-5	4	-2	1	3	-7	6	-1	-2
20	CC(C)OCCCNc1ncnc2c1cnn2-c1ccccc1	0	7	-4	10	5	1	-2	-3	-2	8
21	COc1ccccc1CN1CC(C(=O)NCc2ccc(SC)cc2)CCC1=O (stereo not drawn)	-7	-1	5	-1	10	1	7	8	6	2
22	CCC1(CC)Cc2ccccc2-c2nc(CN3CCOCC3)[nH]c(=O)c21	4	3	-7	-6	-2	-3	10	1	-6	-3
23	O=C(CSc1nc2[nH]c(=O)cc(O)c2s1)Nc1cccc(Br)c1	-14	-5	-17	1	3	-1	2	0	-4	-2
24	Cc1cc(-c2csc(N)n2)c(C)n1Cc1ccccc1	-24	-18	4	1	-2	-3	5	6	-7	-6
25	CN(C)c1ccc(C(C(=O)NC2CCCCC2)N(Cc2ccco2)C(=O)c2snc(C(N)=O)c2N)cc1 (stereo not drawn)	-7	-2	-3	-4	5	-4	-15	7	-3	-15
26	COc1ccc(CN(C(=O)c2cc(=O)c3ccccc3o2)C2CCS(=O)(=O)C2)cc1 (stereo not drawn)	-3	-4	3	10	-4	0	4	3	6	-3
27	O=C(NCc1ccc2c(c1)OCO2)c1sccc1Br	-2	0	-2	0	-7	0	3	4	-1	1
28	CN1CCn2c1nc(N1CCOCC1)nc2=O	-2	2	-1	15	-1	-7	9	4	1	-9
29	Cc1ccc(O)c(CNc2ccc(S(=O)(=O)Nc3nccs3)cc2)c1	-3	4	6	2	2	3	-9	2	-5	4
30	O=C(CCn1cnc2ccccc2c1=O)Nc1ccc2c(c1)OCCO2	-1	-3	-3	11	-9	-8	6	-14	-2	1
31	O=C(CNc1cc(S(=O)(=O)N2CCOCC2)ccc1N1CCCC1)Nc1ccc(Cl)cc1F	3	0	9	-15	0	-3	10	11	1	-4
32	Cc1cc(C)n(-c2nc3sc4c(c3c3nnc(SC(C)C)n23)CC(C)(C)OC4)n1	-123	-104	1	-1	-2	-20	5	7	0	-85
33	CC(=O)C(Cc1ccccc1)NC(=O)COc1ccc2c(c1)OCO2 (stereo not drawn)	2	0	3	-10	0	-2	-12	0	-2	-5
34	Cc1ccc(S(=O)(=O)N(CC(=O)N(C)C)c2cccc([N+](=O)[O-])c2)cc1	1	-2	6	-3	-3	2	-3	-3	8	4
35	Cc1cccc(C2CC(c3ccccc3)Nc3nc(N)nn32)c1 (stereo not drawn)	-52	-48	8	16	-7	-26	9	5	-3	-102
36	O=S1(=O)[C@H]2C[C@H](CO)O[C@@]2(CO)CN1Cc1ccc(-c2ccc(F)cc2)cc1	-2	2	-5	-7	-3	2	-4	6	-7	-18
37	COC(OC)c1ccc(C#N)c(SCc2ccccc2)n1	-3	-1	-4	1	3	-3	-2	3	1	1
38	O=C(COC(=O)/C=C/c1ccccc1)NC1CCCCC1	-4	-5	1	-6	-3	-2	-7	-12	4	1
39	CCN(CC(=O)Nc1ccccc1OC)C(=O)C1CCCC1	-1	3	-1	2	4	1	9	11	0	6
40	Cc1ccc(C)c(N(CC(=O)NCCc2ccccc2)C(=O)CCC(=O)Nc2ccccn2)c1	-9	-4	-10	-10	-2	-2	5	0	-1	-2
41	Cc1ccc(Oc2ncc(-c3ccc(Cl)cc3)cn2)cc1	0	-1	4	6	13	-4	0	-13	5	-2
42	Cc1oc(-c2ccccc2F)nc1CS(=O)(=O)CC(=O)NCCCN(C)C1CCCCC1	7	6	-4	5	-2	0	-25	2	8	5
43	COc1ccc(C(C)=O)cc1CSc1nc2ccccc2o1	2	2	-2	9	3	4	2	5	-6	-5
44	O=C(Nc1ccnn1C1CCN(C2CCC2)CC1)c1ccccc1Cl	-7	0	4	-14	2	-2	0	5	1	-12
45	O=C(O)CC1(CC(=O)NCc2ccc(C(F)(F)F)cc2)CCCCC1	-7	-1	5	-2	-7	1	8	5	3	-1
46	CC(C)n1c(NCc2ccc(Cl)cc2)nc2ccccc21	-8	-1	6	10	-6	-2	0	8	-3	5
47	O=S(=O)(NCc1ccc(Cl)cc1)c1ccc(Br)cc1C1CC[C@@H](O)C1 (stereo partly drawn)	-2	6	-4	-12	-9	8	-9	14	3	7
48	Cc1ccc(-c2ccc(CCC(=O)O)o2)cc1	-6	-5	3	-1	1	-5	4	-14	-7	-4
49	CC(=Nc1ccccc1)C1=C(O)C(Cc2ccc(O)cc2)NC1=O (stereo not drawn)	4	2	1	2	-2	1	9	-6	6	6
50	COC(=O)CN(C(=O)CSc1nnc(-c2cccc(OC)c2)o1)c1ccc(OC)cc1	0	0	0	-4	4	-1	-2	-2	0	-1
51	COc1cc(C(F)(F)F)c(C(=O)N(C)c2ccc(Cl)cc2)cn1	-1	2	3	-13	2	-3	5	7	-1	-4
52	NC(=O)C1CCN(c2oc(-c3cccs3)nc2S(=O)(=O)c2ccc(Cl)cc2)CC1	-6	5	2	-11	-3	-5	5	8	1	-10
53	CCOc1ccc(CC(=O)NC2CC(C)(C)N(C)C(C)(C)C2)cc1OCC	-3	-1	-3	0	-5	0	-4	-1	-3	-6
54	O=C(CSc1n[nH]c(-c2ccccn2)n1)Nc1ccc(Cl)cc1	-8	1	-12	-3	0	-3	-9	-12	-5	-9
55	Cc1nc2ccccc2c(=O)n1NC(=O)COc1ccccc1	-1	0	1	-9	0	0	5	-1	-6	-5
56	Cc1nn(CC(O)Cn2cnc3c2c(=O)n(C)c(=O)n3C)c(C)c1Br (stereo not drawn)	-1	0	-4	-4	7	-2	-11	-6	4	-7
57	COc1ccc(CN(C)Cc2c(O)ccc3cc(Br)ccc23)cc1OC	-2	-2	-4	1	2	-2	3	12	5	-1
58	CCn1c(NCc2ccc3c(c2)OCO3)nc2ccccc21	5	2	3	-6	-6	7	-12	12	3	-1
59	Clc1ccc(Oc2nnnn2-c2ccccc2)cc1	3	4	-4	-2	-2	-3	-1	-6	2	13
60	CCOC(=O)c1cc(-c2ccc(OC)cc2)nn1-c1ccccc1C(=O)O	4	8	0	-3	-6	5	-18	0	-7	11
